Source: PubChem
M. tuberculosis GlmU: inhibition of mycobacterial GlmU enzyme – biochemical, glucosamine-1-phosphate acetyltransferase (AID 1376); Bifunctional protein GlmU (Mycobacterium tuberculosis (strain ATCC 25618 / H37Rv)); M. tuberculosis GlmU acetyltransferase enzyme assay; higher % means a stronger effect; one-dose inhibition, %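 (tested at 30 µM in the primary screen)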; IC50 in µM for titrated hits; 220,000 compounds, 0.25% hits; in the data active means inhibition above about 13%;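 further: 0% = complete reaction with vehicle and 100% = reaction without substrate; strong numbers were not always called active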
Mtb RmlCD inh: M. tuberculosis RmlC/RmlD coupled enzyme inhibitors, primary screen, biochemical, compound mixtures, 384-well, from 1536-well plates | dTDP-4-dehydrorhamnose reductase (Mycobacterium tuberculosis (strain ATCC 25618 / H37Rv)) … | RmlC+RmlD coupled enzyme assay, percent inhibition; primary screen in compound mixtures | inhibition, % at 3.6 µM | 160,000 compounds, 0.03% hits; in the data active means inhibition mostly above about 34%, no sharp cut-off; further: some results filed as inactive read as strong as hits
Target sequence (P9WH09 whole entry, looked up): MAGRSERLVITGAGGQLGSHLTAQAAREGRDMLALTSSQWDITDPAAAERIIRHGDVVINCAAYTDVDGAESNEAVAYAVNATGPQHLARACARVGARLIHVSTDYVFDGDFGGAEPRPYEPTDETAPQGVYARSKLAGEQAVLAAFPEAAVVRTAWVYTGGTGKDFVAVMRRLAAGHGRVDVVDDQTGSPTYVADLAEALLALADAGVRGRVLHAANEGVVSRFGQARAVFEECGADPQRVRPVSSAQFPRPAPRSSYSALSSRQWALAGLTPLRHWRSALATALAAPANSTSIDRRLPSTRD
Target sequence (P9WH11 whole entry, looked up): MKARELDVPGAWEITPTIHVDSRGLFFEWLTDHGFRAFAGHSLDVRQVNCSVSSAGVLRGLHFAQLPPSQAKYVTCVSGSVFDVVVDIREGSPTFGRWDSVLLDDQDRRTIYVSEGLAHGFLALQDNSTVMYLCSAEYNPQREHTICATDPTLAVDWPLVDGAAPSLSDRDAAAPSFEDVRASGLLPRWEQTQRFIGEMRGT
The depositor's hits bear a star; · = no result given. The list is partial; the hit share may differ from the screen's.

The line under a structure holds: M. tuberculosis GlmU, Mtb RmlCD inh
CCCOC(=O)c1ccc(OCC(O)CN2CCN(C(=O)c3ccccc3)CC2)cc1 (stereo not given)
→ -0.3%, ·
O=C(CNC(=O)C1COc2ccccc2O1)N/N=C/c1ccc(O)cc1O (stereo not given)
→ -5.2%, -1.3
CCN1CCCC1CNC(=O)c1cc(S(N)(=O)=O)ccc1OC (stereo not given)
→ -3.0%, ·
O=c1c2ccccc2sn1-c1ccc(S(=O)(=O)N2CCCCC2)cc1
→ -3.2%, ·
O=C(O)CSCc1nc2ccccc2s1
→ 1.8%, -1.8
Cc1nnc(Sc2c(N)n(C)c(=O)n(C)c2=O)s1
→ -1.5%, -8.6
Cc1ccc(S(=O)(=O)Cc2c(C)noc2C)cc1
→ -0.8%, 4.0
CN1N=C(C(=O)N2CCN(c3ccc([N+](=O)[O-])cc3)CC2)CCC1=O
→ 1.4%, 13.0
NC(=O)c1ccsc1NC(=O)c1ccc(S(=O)(=O)N2CCCC2)cc1
→ -2.4%, 5.6
Cc1cc(Br)cc(C)c1NC(=O)c1ccc(C#N)cc1F
→ -1.8%, 1.9
CC(=O)N1CCN(c2ccc(Nc3nc(C)nc4c3oc3ccccc34)cc2)CC1
→ -1.8%, ·
CCc1nc2ccccc2n1Cc1ccccc1F
→ -4.6%, 3.0
CCOC(=O)c1cc2c(=O)n3cccc(C)c3nc2n(CCCOC)c1=NC(=O)c1cccnc1
→ 1.3%, ·
Cc1cccc(C)c1NC(=O)CCCSc1nnc(-c2ccc(Cl)cc2)n1-c1ccccc1
→ -9.8%, 5.3
Cc1c(CCC(=O)O)c(=O)n2c([nH]c3ccccc32)c1C#N
→ 5.9%, ·
COc1cc(NS(=O)(=O)c2ccc(F)cc2)c(C(=O)O)cc1OC
→ -1.0%, 9.4
CC(=O)Nc1ccc(NC(=O)CN(c2ccc([N+](=O)[O-])cc2)S(=O)(=O)c2ccccc2)cc1
→ -4.3%, ·
CCC(NS(=O)(=O)c1cn(C)nc1C)c1ccccc1 (stereo not given)
→ -3.8%, 69.0
Cc1cc(NS(=O)(=O)c2ccc(CC(C)C)cc2)no1
→ 1.2%, ·
FC(F)(F)c1cccc(N2CCN(C(=S)NC3CCCCC3)CC2)c1
→ 1.4%, -7.6
COc1cccc(-c2c[nH]c(=O)[nH]c2=O)c1
→ -0.8%, 6.1
COc1ccc(S(=O)(=O)N(C)CC(=O)Nc2ccc3c(c2)OCO3)cc1OC
→ -3.2%, ·
O=C(NCCN1CCCCC1)/C(=N\O)c1ccccc1
→ -3.5%, 8.0
Cc1ccc(S(=O)(=O)N/N=C/c2cnn(C)c2C)cc1
→ ·, 7.7
O=C(CSc1nnc(-c2cccnc2)n1Cc1ccco1)c1ccc(Cl)cc1
→ 2.5%, 6.8
O=C(NNC(=O)c1ccc(NC(=O)c2ccccc2)cc1)c1ccccc1
→ -0.3%, -9.5
CC(C)(C)C(=O)NNC(=O)c1cc2sccc2s1
→ -5.2%, -6.5
CC1CCCCC1NC1=NCCCS1 (stereo not given)
→ -0.2%, 21.2
Cc1nn(Cc2ccccc2)c(N)c1C#N
→ 2.3%, ·
CCc1ccc(N2CC34C=CC(O3)C(C(=O)OC)C4C2=O)cc1 (stereo not given)
→ -0.2%, ·
COc1ccc(NC(=O)C2CCC(CNc3c(N4CCC(C)CC4)c(=O)c3=O)CC2)cc1OC (stereo not given)
→ 4.3%, ·
O=S(=O)(Nc1ccc(N2CCCCC2)cc1)c1ccc(F)cc1F
→ -2.5%, 4.0
O=C(NCC1CCCO1)Nc1ccc(Cl)cc1 (stereo not given)
→ 1.2%, 10.4
O=C(CSc1nnc2n1CCCN2)c1ccccc1
→ -2.4%, -0.8
O=C(NCc1csc(-c2cccs2)n1)Nc1ccc(C(F)(F)F)cc1
→ -1.4%, ·
C/C(N)=C(/C#N)C(=O)CSc1nnc(Nc2ccccc2C)s1
→ -0.2%, ·
Cc1nn(-c2ccccc2)c(N)c1C(O)(C(F)(F)F)C(F)(F)F
→ -6.4%, 0.0
CSc1nc(Cl)c(Cc2ccc(OC(C)C)cc2)c(N(C)C)n1
→ -2.6%, 9.3
Cc1cc(C(F)F)n2nc(C(=O)Nc3sc4c(c3C#N)CCC4)nc2n1
→ 4.0%, 23.5
CC(=O)Oc1cc2c(cc1Cl)C1(CC(c3ccccc3Cl)O2)CC(C)(C)NC(=S)N1 (stereo not given)
→ -10.2%, ·
N#C/C(=C(/O)COC(=O)Cc1c[nH]c2ccccc12)c1nc2ccccc2[nH]1
→ -0.3%, 3.8
Cc1ccc(S(=O)(=O)NCCC(=O)Nc2nccs2)cc1
→ 1.0%, -7.8
O=C(NCC1CCCO1)/C(=C\c1ccco1)NC(=O)c1ccccc1 (stereo not given)
→ -0.4%, -4.4
COC(=O)c1cc(C)sc1NC(=O)c1cccnc1
→ 2.6%, 4.9
CCCCn1c(-c2cc(Cl)ccc2OC)n[nH]c1=S
→ 4.1%, 9.4
CC(C)NC(=O)NC(=O)COc1ncnc2sccc12
→ -4.3%, -4.5
Fc1ccc2nc(N3CCCCC3)sc2c1
→ 2.1%, ·
COc1ccc(CNC(=O)COc2ccc(S(=O)(=O)NC(C)C)cc2)cc1
→ 2.4%, 5.3
CCCCC(=O)Nc1ccc(C(=O)NCCCn2ccnc2)cc1
→ 2.2%, ·
Cc1ccc(S(=O)(=O)Nc2ccc(NC(=O)CN3CCCCC3)cc2)cc1
→ 1.4%, ·
Cc1nn(CC(=O)OCCOc2ccc(Br)cc2)c(C)c1[N+](=O)[O-]
→ 2.2%, -5.8
COCCN(C(=S)Nc1ccc(C(C)C)cc1)C(C)c1cccs1 (stereo not given)
→ 1.6%, -6.7
COc1cc(CNn2cnnc2)ccc1OCC(=O)NC(C)(C)C
→ 6.7%, ·
O=C1C2=C(CCCC2)C(=O)N1c1cccc(OCCBr)c1
→ 7.0%, 8.1
CCOC(=O)c1ccccc1NC(=O)c1cccc(F)c1
→ -5.9%, -13.2
Cc1nc(NS(=O)(=O)c2ccc(Cl)s2)c2c3c(sc2n1)CCCC3
→ 9.0%, ·
O=C1CCCc2ccccc2N1Cc1ccc(Cl)cc1Cl
→ -1.2%, -8.2
COc1cc(NC(=S)NCCC(c2ccccc2)c2ccccc2)c(OC)cc1Cl
→ -6.1%, -8.4
Cc1cc(C(=O)Nc2cccc(O)c2)c(C)o1
→ -2.8%, -31.2
O=C(O)C1CCCN(C(=O)NCc2ccccc2)C1 (stereo not given)
→ 1.4%, 8.4

(list continues)
The line under a structure holds: M. tuberculosis GlmU, Mtb RmlCD inh
COc1ccc(C=C2C(=O)N(C)C(=O)N(C)C2=O)cc1COc1ccc(NC(C)=O)cc1
→ 7.5%, 2.1
CCn1cc(CN2CCCC(CNS(=O)(=O)Cc3ccccc3)C2)cn1 (stereo not given)
→ -7.8%, ·
CC[n+]1ccc(/C=C/c2ccc(N(C)C)cc2)c2ccccc21
→ -8.0%, 4.4
Cc1c(Cl)c([N+](=O)[O-])nn1CCCC(=O)Nc1cc(Cl)ccc1Cl
→ -3.8%, ·
Cc1cccc(Nc2nc(-c3ccc4c(c3)OCCO4)cs2)c1
→ -5.2%, ·
Cc1ccc(-c2csc3ncnc(SCC(=O)NCc4ccc5c(c4)OCO5)c23)cc1
→ 5.2%, 6.7
CC(Sc1nc(N(C)C)nc(N2CCOCC2)n1)C(=O)Nc1ccccc1 (stereo not given)
→ 0.5%, ·
COc1cccc(OCCn2cc(C(=O)c3ccco3)c3ccccc32)c1
→ -4.0%, 10.6
COC(=O)c1ccccc1NC(=O)c1cnn2cccnc12
→ 5.0%, -6.9
CCCOC(=O)CSc1nnc(-c2cc(OC)c(OC)c(OC)c2)o1
→ -0.6%, ·
COC(=O)C1=C(C)N(Cc2ccco2)C(=O)N[C@@H]1c1ccccc1
→ 1.7%, ·
Cc1cnc(NC(=O)CCNC(=O)c2ccc([N+](=O)[O-])cc2)s1
→ -7.0%, ·
COc1ccc(C(CNC(=O)c2cc3ccccc3o2)N2CCCCC2)cc1 (stereo not given)
→ 0.1%, -9.8
CN(C)c1ccc(C(=S)N2CCN(C(=S)Nc3cccc4ccccc34)CC2)cc1
→ 4.5%, -12.9
COc1ccc(C(=O)CNc2ccccc2C#N)cc1
→ -7.4%, -0.6
CSc1nnc(-c2ccc(NC(N)=S)cc2)o1
→ 2.5%, 7.0
CCN(CC)CCCNC(=O)CSc1nc(-c2ccc(F)cc2)cc(C(F)(F)F)n1
→ 3.9%, -10.2
Cc1ccc2c(CN3CCN(CCO)CC3)cc(=O)oc2c1C
→ 4.3%, 10.4
CSc1cc(-c2ccccc2)n(C)c(=O)c1C#N
→ 1.4%, 5.3
N#Cc1c(-c2ccc(Cl)cc2)nc2n(c1=O)CCCS2
→ -1.6%, ·
CC(C)CNC(=O)Cn1c(=O)c2c(ncn2CC(C)C)n(Cc2ccccc2)c1=O
→ -0.6%, ·
O=C(NC1CCCCC1)C(c1ccc2ncccc2c1)N(Cc1ccccc1)C(=O)c1ccc2c(c1)OCCO2 (stereo not given)
→ -0.9%, 14.8
COc1cc(OC)c(OC)cc1CN1CCN(S(=O)(=O)c2ccc(F)cc2)CC1
→ 5.2%, -4.1
CC(C)(C)NC(=O)CN(C(=O)CN1C(=O)C(=O)c2ccccc21)C(C)(C)C
→ 1.0%, -9.2
O=C(/C(C=Nc1ccc(F)cc1)=C(/O)c1ccco1)C(F)(F)F
→ -3.5%, 5.8
Cc1ccc(S(=O)(=O)N(C)C)cc1NS(=O)(=O)c1ccc(Cl)s1
→ 2.7%, 2.1
CCN1CCN(c2ncnc3c2nnn3Cc2ccccc2)CC1
→ -1.5%, 10.0
Cc1cc(=O)oc2cc(OCc3ccc(C(=O)OCC(=O)NC4CCS(=O)(=O)C4)cc3)ccc12 (stereo not given)
→ -3.8%, -8.3
O=C(O)c1cccc(N=Nc2c(O)[nH]c(=O)[nH]c2=O)c1
→ -3.3%, 8.0
CCCC/C=C/[C@H](c1ccccc1)[C@H](CO)Cc1cccnc1
→ 1.0%, ·
Clc1ccccc1-c1nn2c(COc3ccccc3)nnc2s1
→ 5.5%, ·
Cc1oc(-c2cccs2)nc1CN1CCN(CC(C)C)C(CCO)C1 (stereo not given)
→ 1.4%, -9.5
NC(=O)c1c(NC(=O)Cn2cc([N+](=O)[O-])cn2)sc2c1CCCC2
→ -0.8%, 0.3
COc1ccc(C(=O)NCc2nnc(SCC(=O)Nc3cc(C)cc(C)c3)o2)cc1OC
→ -0.5%, 6.1
COc1ccc(S(=O)(=O)Nc2nc3ccccc3nc2NCC2CCCO2)cc1 (stereo not given)
→ 4.7%, 3.8
O=C(C1=C[C@@H](c2coc3ccccc3c2=O)C[C@@H](OCCCCO)O1)N1CCN(Cc2ccccc2)CC1
→ -0.7%, ·
CN1CCN(c2ccc(C=O)cc2)CC1
→ 0.7%, -11.5
CC(=O)Nc1ccc(NC(=O)COC(=O)Cc2cccs2)cc1
→ 0.2%, 3.9
COC(=O)CC[C@@H](C(=O)O)N1C(=O)c2ccccc2C1=O
→ 0.6%, 3.0
CC1CCCCN1CCNC(=O)CC1Oc2ccccc2NC1=O (stereo not given)
→ -1.6%, -11.4
COc1ccccc1/C=C/C(=O)NCC(=O)N/N=C/c1ccccc1
→ -2.6%, 6.4
COC(=O)c1cccc(NC(=O)Cc2ccccc2[N+](=O)[O-])c1C
→ 2.1%, 8.4
COCCCNC(=O)C(C#N)c1nc2ccccc2nc1N1CCCC1 (stereo not given)
→ -2.6%, 4.5
Cc1cc(=O)oc2cc(Oc3ccc([N+](=O)[O-])cc3[N+](=O)[O-])ccc12
→ 3.0%, -11.1
O=C(OCCOCCN=C1NS(=O)(=O)c2ccccc21)C1CC(=O)N(c2ccccc2)C1 (stereo not given)
→ -6.4%, ·

Compound profiles, as listed above. Order of screens: M. tuberculosis GlmU | Mtb RmlCD inh
CC1CCCCN1CCNC(=O)CC1Oc2ccccc2NC1=O (stereo not given) as listed: -1.6% | -11.4
Cc1cc(=O)oc2cc(Oc3ccc([N+](=O)[O-])cc3[N+](=O)[O-])ccc12 as listed: 3.0% | -11.1
COc1ccc(S(=O)(=O)Nc2nc3ccccc3nc2NCC2CCCO2)cc1 (stereo not given) as listed: 4.7% | 3.8
O=C(C1=C[C@@H](c2coc3ccccc3c2=O)C[C@@H](OCCCCO)O1)N1CCN(Cc2ccccc2)CC1 as listed: -0.7% | ·

The list continues.
The line under a structure holds: M. tuberculosis GlmU, Mtb RmlCD inh
CC(=O)Nc1ccc(S(=O)(=O)NNC(=O)CCC(=O)Nc2cc(C)ccc2C)cc1
→ 1.0%, ·
Cc1ccc2nc(NC(=O)CSCC(=O)OCC(=O)c3ccc(Br)cc3)sc2c1
→ ·, -2.9
CCOC(=O)c1ccc(NC(=O)c2cc(OC)c(OC)c(OC)c2Br)cc1
→ -2.7%, -8.4
CCOC(=O)C1=C(c2ccccc2)ON(C)C1c1ccccc1 (stereo not given)
→ 5.7%, -13.4
Clc1ccc(CSc2snnc2-c2ccccc2)cc1
→ -3.8%, -13.5
Cn1ncc(C#N)c1NC(=O)c1nn2cccnc2c1Cl
→ -2.1%, 20.1
CC(C)CNS(=O)(=O)c1ccc(CCC(=O)N2CCOCC2)cc1
→ 1.4%, ·
CC(C)CNC(=S)N(Cc1ccco1)Cc1cc2cc3c(cc2[nH]c1=O)OCCO3
→ -0.5%, ·
Cc1ccc(/C=N/n2cc(-c3ccccc3)[nH]c2=S)s1
→ -1.2%, -11.6
O=C(Nc1cccc(OCC(=O)N2CCOCC2)c1)c1cccc([N+](=O)[O-])c1
→ -5.3%, 5.2
